# Screening results as filed in PubChem.
# Anesthetic bind: binds horse apoferritin like a general anesthetic; 350,000 tested, 0.074% active; P02791; Potency, µM (top dose mostly 77.5 µM), for inactives: at the highest dose activity change, negative = displacement, actives largely listed as inhibitors; apoferritin/1-aminoanthracene competitive binding, fluorescence; AID 485281; also: % is scaled to controls: 0 for no effect and ±100 for the full control effect; nearly all actives have a fitted effect of over 20% in size
#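 10 uM apoferritin + 50% sat. 1-AMA, PBS; cpd 10 min RT; Ex380/Em535 endpoint; normalized to free probe vs complex; 4-param Hill fit; propofol titration as pos. ctrl.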
# POLH inh: blocks human DNA polymerase eta activity; recombinant Pol eta, fluorescent DNA replication assay; Q9Y253; 390,000 tested, 1.2% active; Potency, µM (titrated, usually from 114 µM), for the others: top-dose activity change, negative = inhibition, usual class: inhibitors; also: % is scaled to controls: 0 for no effect and ±100 for the full control effect
#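 Fluorescent replication assay: 50 nM final substrate added after a 15 min room-temperature compound preincubation with 10 nM enzyme. Signal taken at 0 min and again at 10 min.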
# POLB inh: blocks human DNA polymerase beta activity | P06746 | Pol beta primer extension/strand displacement, fluorescence kinetic | Potency, µM (highest dose often 114 µM), without a hit: at the top dose activity change, negative = inhibition, most hits filed as inhibitors | 340,000 tested, 1.3% active | AID 485314; also: % is scaled to controls: 0 for no effect and ±100 for the full control effect
#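 10 nM enzyme + cpd, 15 min RT; start with substrate 50 nM final; read 0 min and after 10 min RT. Corrected, normalized data; 4-parameter Hill curve fit.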
# BAZ2B block: BAZ2B (human) inhibition; Q9UIF8; AlphaScreen BAZ2B-H3K14Ac peptide displacement; Potency, µM (series often up to 114 µM), for inactives: top-dose activity change, negative = inhibition, hits mostly inhibitors; 360,000 tested, 4.4% active; also: % is scaled to controls: 0 for no effect and ±100 for the full control effect; nearly all actives have a fitted effect of over 60% in size
# Target sequence (Q9UIF8 whole entry, looked up): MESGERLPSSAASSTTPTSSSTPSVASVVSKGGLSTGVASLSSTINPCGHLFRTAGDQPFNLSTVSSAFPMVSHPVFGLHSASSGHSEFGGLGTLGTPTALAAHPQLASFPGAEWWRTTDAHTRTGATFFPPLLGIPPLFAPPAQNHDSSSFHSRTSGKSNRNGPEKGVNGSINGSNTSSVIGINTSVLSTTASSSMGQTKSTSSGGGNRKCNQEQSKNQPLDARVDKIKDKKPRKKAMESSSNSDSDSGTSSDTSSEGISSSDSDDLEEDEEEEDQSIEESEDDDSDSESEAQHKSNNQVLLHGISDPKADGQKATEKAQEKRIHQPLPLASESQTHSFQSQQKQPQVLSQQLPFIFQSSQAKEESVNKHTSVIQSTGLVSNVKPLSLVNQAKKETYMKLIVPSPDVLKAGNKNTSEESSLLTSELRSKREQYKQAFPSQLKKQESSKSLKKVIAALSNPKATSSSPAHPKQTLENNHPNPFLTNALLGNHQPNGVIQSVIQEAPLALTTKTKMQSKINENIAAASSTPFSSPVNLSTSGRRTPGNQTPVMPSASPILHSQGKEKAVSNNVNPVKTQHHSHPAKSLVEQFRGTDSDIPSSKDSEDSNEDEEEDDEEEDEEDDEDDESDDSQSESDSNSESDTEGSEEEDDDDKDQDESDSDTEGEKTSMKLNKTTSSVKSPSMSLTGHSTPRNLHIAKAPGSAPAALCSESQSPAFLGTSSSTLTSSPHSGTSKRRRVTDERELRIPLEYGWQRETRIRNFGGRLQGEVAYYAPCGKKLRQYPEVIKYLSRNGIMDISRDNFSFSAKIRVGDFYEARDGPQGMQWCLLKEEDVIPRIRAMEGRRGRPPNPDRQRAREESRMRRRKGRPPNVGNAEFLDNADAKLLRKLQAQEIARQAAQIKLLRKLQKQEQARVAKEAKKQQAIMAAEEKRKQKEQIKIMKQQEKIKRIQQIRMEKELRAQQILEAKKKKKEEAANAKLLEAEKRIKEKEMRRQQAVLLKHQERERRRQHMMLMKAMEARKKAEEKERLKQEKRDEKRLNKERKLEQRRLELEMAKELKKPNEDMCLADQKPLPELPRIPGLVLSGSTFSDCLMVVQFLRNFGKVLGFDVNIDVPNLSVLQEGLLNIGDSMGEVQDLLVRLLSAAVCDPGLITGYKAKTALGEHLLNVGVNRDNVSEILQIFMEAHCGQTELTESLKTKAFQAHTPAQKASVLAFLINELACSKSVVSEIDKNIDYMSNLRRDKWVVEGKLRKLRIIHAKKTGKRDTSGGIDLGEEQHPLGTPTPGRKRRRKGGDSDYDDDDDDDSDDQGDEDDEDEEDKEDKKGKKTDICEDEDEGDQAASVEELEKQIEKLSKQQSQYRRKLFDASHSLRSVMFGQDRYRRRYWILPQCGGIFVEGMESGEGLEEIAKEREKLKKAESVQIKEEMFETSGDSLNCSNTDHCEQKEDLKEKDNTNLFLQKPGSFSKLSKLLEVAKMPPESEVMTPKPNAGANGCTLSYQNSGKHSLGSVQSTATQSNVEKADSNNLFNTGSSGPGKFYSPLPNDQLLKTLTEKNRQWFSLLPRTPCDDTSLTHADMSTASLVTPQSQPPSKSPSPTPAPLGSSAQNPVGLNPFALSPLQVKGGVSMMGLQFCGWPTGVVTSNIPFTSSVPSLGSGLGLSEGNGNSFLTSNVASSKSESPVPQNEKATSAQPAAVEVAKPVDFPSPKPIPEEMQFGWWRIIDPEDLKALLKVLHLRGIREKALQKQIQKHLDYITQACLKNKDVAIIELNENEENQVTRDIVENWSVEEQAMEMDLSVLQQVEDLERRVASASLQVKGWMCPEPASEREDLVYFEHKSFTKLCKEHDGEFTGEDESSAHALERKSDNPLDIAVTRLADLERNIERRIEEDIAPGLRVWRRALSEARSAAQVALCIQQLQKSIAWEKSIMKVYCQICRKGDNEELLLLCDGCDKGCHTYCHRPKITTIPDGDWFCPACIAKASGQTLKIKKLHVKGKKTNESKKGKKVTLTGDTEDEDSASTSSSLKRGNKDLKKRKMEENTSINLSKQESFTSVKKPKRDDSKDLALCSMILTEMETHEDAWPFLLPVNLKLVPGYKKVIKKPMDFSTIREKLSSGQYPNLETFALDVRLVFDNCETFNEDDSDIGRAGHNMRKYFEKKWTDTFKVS
#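 BAZ2B 50 nM plus b-H3(5-23)K14Ac 50 nM, PBS pH 7.4/0.01% Tween-20, 30 min RT; compound added (max 110 uM), 30 min RT; streptavidin donor/Ni-chelate acceptor beads 10 ug/mL final, 20 min dark; AlphaScreen read.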
# BLM helicase inh: inhibitors of human Bloom syndrome helicase BLM; P54132; recombinant BLM DNA unwinding, fluorescence dequenching; Potency, µM (titrated, usually from 56.1 µM), for inactives: at the top dose activity change, negative = inhibition, usual class: inhibitors; 350,000 tested, 0.2% active; AID 2528;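 also: plate controls were vehicle for no effect and no enzyme for full effect; nearly all actives have a fitted effect of over 35% in size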
# POLI inh: DNA polymerase iota (human) inhibition. Potency, µM (doses to about 115 µM), for inactives: at the highest dose activity, negative = inhibition, hits mostly inhibitors. 390,000 tested, 1% active. Pol iota fluorescent replication assay, 10 min. AID 588590
#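 Fluorescent replication assay read twice, at 0 min and 10 min after adding 50 nM (final) substrate. Enzyme (10 nM) and compounds were first incubated 15 min at room temperature; enzyme-free buffer wells were negative controls.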
# APEX1 inh: inhibitors of human APE1 endonuclease. Potency, µM (titrated, usually from 65.8 µM), for inactives: top-dose activity change, negative = inhibition, hits mostly inhibitors. recombinant APE1, TAMRA/BHQ-2 abasic DNA cleavage fluorescence. P27695. 350,000 tested, 0.35% active;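 also: plate controls were vehicle for no effect and reference inhibitor for full effect; nearly all actives have a fitted effect of over 55% in size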
#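 Endonuclease cleavage of a quenched abasic-site DNA duplex (50 nM) by APE1 (0.75 nM) was tracked by TAMRA dequenching. Compounds were preincubated with enzyme 15 min at room temperature; data normalized to buffer-only and DMSO wells plus NSC13755 control.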
# G9a inh: inhibitors of human histone lysine methyltransferase G9a. 350,000 tested, 8.8% active. Q96KQ7. G9a H3K9 monomethylation, AlphaScreen, 2 h. Potency, µM (top dose mostly 102 µM), for inactives: at the highest dose activity, negative = inhibition, most hits filed as inhibitors; also: % is scaled to controls: 0 for no effect and ±100 for the full control effect; nearly all actives have a fitted effect of over 75% in size
#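 Readings reflect AlphaScreen signal from monomethyl-H3K9 antibody detection. HMT at 20 nM; substrate b-H3K9 500 nM; cofactor SAM 20 uM; 2 h RT reaction; compounds tested as titrations in qHTS with 15 min preincubation.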
# Pol kappa inh: DNA polymerase kappa (human) inhibition. Q9UBT6. purified Pol kappa, fluorescent DNA synthesis assay, 10 min. Potency, µM (titrated, usually from 107 µM), for inactives: top-dose activity, negative = inhibition, hits mostly inhibitors. 400,000 tested, 0.53% active; also: % is scaled to controls: 0 for no effect and ±100 for the full control effect
#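 Kinetic fluorescence screen: compound preincubated 15 min RT with 10 nM enzyme; 50 nM substrate (final) initiates; reads at 0/10 min.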
# * marks the source's active call; other numbers are inactive results; ? = inconclusive; nt = no result given; [ ] = remark or other dose. Calls follow the shape of the dose curve; as a rule, active = well fitted curve in the direction sought with a large enough effect; inconclusive = small, poorly fitted or top-dose-only effect, or another doubt; inactive = no such curve, though single readings can be large; an effect the other way counts as inactive or inconclusive. Potency is read from the fitted curve at half-maximal effect.
SMILES,Anesthetic bind,POLH inh,POLB inh,BAZ2B block,BLM helicase inh,POLI inh,APEX1 inh,G9a inh,Pol kappa inh
O=C(CCCCn1c(=O)c2ccccc2n(CC(=O)Nc2cccc(F)c2)c1=O)NCCc1ccccc1,-1%,-7%,-23%,0%,-3%,7%,nt,-4%[59 µM],0%
Cc1cc(C)n(/C(=C/N(C)C)C(=O)c2ccccc2)n1,-2%,-12%,0%,-2%,-5%,10%,0%,-10%,1%
Fc1ccccc1-c1nc(NCCCN2CCOCC2)c2ccccc2n1,-13%,-1%,16%,1%,-7%,13%,3%,-11%,-9%
CCc1cccc(NC(=O)Nc2csc3c2CCCC3)c1,17%,-12%,15%,17%,-3%,-7%,nt,33%[59 µM],5%
COc1ccc(CCNC(=O)Cn2c(=O)oc3ccccc32)cc1OC,-9%,-6%,13%,8%,0%,10%,0%,nt,-11%
CCCCSC1=N/C(=C/c2ccsc2)C(=O)N1c1ccccc1,-3%,?,6%,83%[activator],-9%,20%,19%,75%[activator][59 µM],-4%
Cc1nonc1NC(=O)CSc1ccc(-c2ccccc2)nn1,-16%,-4%,2%,-2%,1%,38%[activator],-2%,9%,0%
O=C(COC(=O)CCc1ccccc1)Nc1cc(S(=O)(=O)N2CCOCC2)ccc1N1CCCC1,-5%,-13%,6%,-3%,-1%,133%[activator],-14%,-7%,-1%
Cc1ccc(C(=O)Nc2cccnc2)cc1S(=O)(=O)N1CCCC1,-7%,-3%,-17%,-19%,-1%,-11%,6%,4%,-14%
Cn1c(=O)oc2cc(S(=O)(=O)NC(Cc3ccccc3)C(=O)Nc3ccc(F)c(Cl)c3)ccc21 (centres undefined),1%,-7%,37%,-12%,-3%,?,nt,0%[59 µM],-23%
CCOC(=O)CSc1nc(-c2ccccc2)cc(C(F)(F)F)c1C#N,32%[activator],-10%,7%,5%,-1%,-5%,nt,1%[59 µM],0%
C=CCC1c2cccc(C(=O)O)c2C(=O)N1c1cccc(C)c1 (centres undefined),-8%,-12%,0%,9%,-1%,9%,-1%,-5%[12.7 µM],-5%
COc1ccccc1NC(=O)CN(Cc1ccco1)C(=O)c1cccs1,-22%,-3%,-24%,-35%,-4%,50%[activator],-3%,-35%[12.7 µM],-6%
Cc1ccc(S(=O)(=O)N2CN(CC3CCCO3)c3nc4ccccc4nc32)c(C)c1 (centres undefined),-9%,-18%,-8%,?,-5%,71µM*,-10%,32µM*,-18%
CCCN(C(=O)CSc1nnc2ccccn12)C1CCS(=O)(=O)C1 (centres undefined),nt,-10%,nt,8%,nt,35%,9%,9%[12.7 µM],-16%
Cc1ccnc(NS(=O)(=O)c2ccc(NC(=O)/C=C/c3ccccc3)cc2)n1,-7%,6%,6%,-11%,0%,9%,8%,?,-15%
O=C(/C=C/c1ccco1)N1CCN(S(=O)(=O)c2ccc(F)c(F)c2F)CC1,-20%,15%,?,-23%,-4%,83%[activator],1%,?,-12%
CCC/C(=N/NC(=O)c1ccccc1Cl)c1ccccc1,-16%,0%,2%,4%,-4%,31%,-3%,-33%,0%
CCN(C(=O)COc1cccc2cccnc12)C1CCS(=O)(=O)C1 (centres undefined),-7%,4%,1%,50µM*,-7%,49%[activator],-4%,?,-14%
CC(=O)Nc1ccc(NC(=O)CCCCCn2nnc3ccccc3c2=O)cc1,6%,9%,2%,-2%,-6%,-8%,3%,21%,-10%
O=C(OCc1ccc(F)cc1)c1ccc2ccccc2n1,-21%,8%,-10%,5%,-5%,8%,-4%,34%,1%
Cn1c(=O)c(=O)n(C)c2cc(N3CCCCC3)c(NS(=O)(=O)c3ccc(Br)cc3)cc21,?,5%,9%,-37%,-8%,-9%,53%[activator],?,5%
O=C(Cn1c(=O)oc2ccccc21)Nc1ccc(Cl)cc1,-6%,?,?,-36%,-5%,10%,42%[activator],-5%,-2%
COc1cc(OC)cc(-n2c(=O)c3sccc3n(Cc3ccc(F)cc3)c2=O)c1,1%,nt,-2%,5%,-6%,-19%,nt,7%[59 µM],-11%
CCc1ccc(C(=O)CCC2CCCCC2=O)cc1 (centres undefined),?,-9%,1%,4%,-4%,-6%,0%,55%[activator],-6%
CCc1ccccc1NC(=O)CSc1nc2c(c(-c3ccco3)c1C#N)CCCC2,-18%,1%,-2%,4%,1%,13%,1%,11%[59 µM],-6%
Cc1cc(C)nc(-n2nc(C)c3c2N(Cc2ccccc2F)C(=O)CC3c2ccc(Cl)cc2)n1 (centres undefined),-2%,-15%,-12%,?,-2%,8%,nt,-11%[59 µM],2%
Cc1cccc(NC(=O)CN2CCN(C(=O)c3ccc(-c4nc5ccccc5s4)o3)CC2)c1C,nt,2%,nt,4%,nt,?,-22%,-16%[0.501 µM],0%
CCc1ccc(OCCn2cccn2)cc1,-13%,-9%,1%,6%,-7%,81%[activator],-6%,9%,0%
CCN(CC)CCn1c(=O)n(-c2ccc(Cl)cc2)c(=O)c2c3c(sc21)CN(C)CC3,1%,-19%,?,7%,22%,53%[activator],1%,?,-10%
Cc1cc(=O)oc2cc(NC(=O)COc3cccc(C(F)(F)F)c3)ccc12,nt,-6%,nt,11%,nt,-21%,0%,19%[59 µM],-3%
CCOC(=O)Cc1csc(NC(=O)COc2cccc(C)c2)n1,-13%,-23%,-22%,0%,-4%,23%,-2%,8%,-7%
CC(C)CCN1C(=O)c2ccc(C(=O)OCn3nnc4ccccc4c3=O)cc2C1=O,-14%,0%,12%,-9%,-3%,10%,-2%,-2%[12.7 µM],-16%
CCc1ccc(NC(=O)c2sc3nc(C)c(Cl)c(C)c3c2NC(=O)c2ccccc2OC)cc1,1%,2%,-20%,-8%,-1%,-4%,nt,?,-17%
CCc1cc(=O)oc2cc(OCC(N)=O)c(Cl)cc12,-4%,9%,4%,-4%,-11%,1%,-3%,41%[12.7 µM],4%
COc1ccc(NC(=O)CNc2cc(S(=O)(=O)N3CCOCC3)ccc2NCC2CCCO2)cc1 (centres undefined),-20%,-8%,24%,nt,-5%,-11%,-8%,6.3µM*,-1%
CCOC(=O)c1cc(-c2ccc(F)cc2)n(CCC(=O)NCc2ccccc2OC)c1C,-13%,-5%,-13%,-32%,-3%,-16%,nt,?,-6%[60.1 µM]
CCn1c(=O)c(C(=O)NNS(=O)(=O)c2ccc(C)cc2)c(O)c2ccccc21,-17%,-10%,0%,4%,-7%,13%,-2%,47%[activator][59 µM],-12%
O=C(CCCN1C(=O)/C(=C/c2ccco2)SC1=S)Nc1ccccc1C(=O)O,3%,11µM*,-122%,40µM*,9%,22µM*,20µM*,nt,?
Cc1ccc(C(=O)NC(C)c2nc3ccccc3n2CC(=O)Nc2c(C)cc(C)cc2C)cc1 (centres undefined),0%,nt,17%,-3%,-5%,nt,-8%,15%[12.7 µM],nt
CC(C)(CO)NCC#Cc1ccccc1,-4%,-14%,42%,-23%,-4%,8%,-2%,-32%,-20%
Cc1ccc(-c2c(C)n3c4c(=O)n(C)c(=O)n(C)c4nc3n2CCCO)cc1,-14%,-16%,-10%,?,-1%,18%,nt,?,3%
CCc1nnc(NC(=O)CSc2nnc(-c3c[nH]c4ccccc34)n2CCOC)s1,-15%,-9%,45%,-12%,-1%,-6%,-2%,-31%,0%
CC(=O)c1sc(-c2ccc(Cl)cc2)cc1N,-9%,-3%,?,14%,-1%,1%,3%,42%[activator],-10%
Cc1ccc(S(=O)(=O)Nc2cc(=O)[nH]c(SCC(=O)Nc3cccc(C(F)(F)F)c3)n2)cc1,-9%,-4%,58%,-3%,-1%,125%[activator],21%,-5%,-2%
O=C(CCc1ccccc1)NNC(=O)c1ccc(Cl)cc1,0%,-12%,1%,8%,-1%,124%[activator],6%,nt,1%

# Shown with tabs: 12 of the compounds above
SMILES	Anesthetic bind	POLH inh	POLB inh	BAZ2B block	BLM helicase inh	POLI inh	APEX1 inh	G9a inh	Pol kappa inh
Cc1cc(C)n(/C(=C/N(C)C)C(=O)c2ccccc2)n1	-2%	-12%	0%	-2%	-5%	10%	0%	-10%	1%
Fc1ccccc1-c1nc(NCCCN2CCOCC2)c2ccccc2n1	-13%	-1%	16%	1%	-7%	13%	3%	-11%	-9%
CCc1cccc(NC(=O)Nc2csc3c2CCCC3)c1	17%	-12%	15%	17%	-3%	-7%	nt	33%[59 µM]	5%
COc1ccc(CCNC(=O)Cn2c(=O)oc3ccccc32)cc1OC	-9%	-6%	13%	8%	0%	10%	0%	nt	-11%
CCCCSC1=N/C(=C/c2ccsc2)C(=O)N1c1ccccc1	-3%	?	6%	83%[activator]	-9%	20%	19%	75%[activator][59 µM]	-4%
Cc1nonc1NC(=O)CSc1ccc(-c2ccccc2)nn1	-16%	-4%	2%	-2%	1%	38%[activator]	-2%	9%	0%
O=C(COC(=O)CCc1ccccc1)Nc1cc(S(=O)(=O)N2CCOCC2)ccc1N1CCCC1	-5%	-13%	6%	-3%	-1%	133%[activator]	-14%	-7%	-1%
Cc1ccc(C(=O)Nc2cccnc2)cc1S(=O)(=O)N1CCCC1	-7%	-3%	-17%	-19%	-1%	-11%	6%	4%	-14%
Cn1c(=O)oc2cc(S(=O)(=O)NC(Cc3ccccc3)C(=O)Nc3ccc(F)c(Cl)c3)ccc21 (centres undefined)	1%	-7%	37%	-12%	-3%	?	nt	0%[59 µM]	-23%
CCOC(=O)CSc1nc(-c2ccccc2)cc(C(F)(F)F)c1C#N	32%[activator]	-10%	7%	5%	-1%	-5%	nt	1%[59 µM]	0%
C=CCC1c2cccc(C(=O)O)c2C(=O)N1c1cccc(C)c1 (centres undefined)	-8%	-12%	0%	9%	-1%	9%	-1%	-5%[12.7 µM]	-5%
COc1ccccc1NC(=O)CN(Cc1ccco1)C(=O)c1cccs1	-22%	-3%	-24%	-35%	-4%	50%[activator]	-3%	-35%[12.7 µM]	-6%

# These rows are one share of the data. The share of hits here may be higher or lower than overall.
